# HCV NS3 hel inh: inhibitors of HCV NS3 helicase, primary screen, biochemical, Cy5 molecular beacon fluorescence; NS3 helicase DNA unwinding; 290,000 tested, 0.56% active; inhibition, % at 10.9 µM;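 active = inhibition above the mean of all tested compounds plus 3 SD, set per campaign, cut at about 35% in these data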;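 also: 0% = DMSO wells and 100% = thioflavine S control wells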
#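 System: Hepatitis C virus NS3 helicase domain fragment enzyme | Reagent: Annealed dual-labelled DNA beacon duplex, ATP-started | Compound dosing: 10.9 µM single point, 0.8% DMSO | Incubation: 1 h reaction at 25 °C, ATP-initiated | Technique: Cy5 fluorescence | Evaluation: Percent inhibition from t60/t0 fluorescence ratio | Benchmarks: Low DMSO, high thioflavine S at 110 µM | Replication: Singlicate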
# DNA FID counter: compounds displacing fluorescent DNA intercalator, primary screen, artefact control for HCV NS3 helicase inhibitor project, biochemical, FID fluorescence; DNA fluorescent intercalator displacement; inhibition, % at 7.9 µM; 290,000 tested, 0.17% active; in the data active = inhibition above about 37%;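 also: 0% = vehicle and 100% = reference compound; higher means more ethidium bromide displaced from hairpin DNA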
# GalR3 antag: GalR3 antagonists in HEK293 cells, primary screen, cell-based, fluorescence readout | Galanin receptor type 3 (Homo sapiens), O60755 | HEK293 GalR3-CNG cAMP membrane potential fluorescence; galR3 body fused to GalR1 C-terminus | inhibition, % at 3 µM | 360,000 tested, 0.44% active;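 active = inhibition above the screen-wide average plus 3 SD, cut at about 13% in these data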;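 also: forskolin and galanin both at EC90 stimulate the cells; cAMP rise reported by CNG channel membrane potential dye signal; 0% = forskolin plus galanin with DMSO and 100% = forskolin alone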
# Target sequence (O60755 1-299 limits assumed): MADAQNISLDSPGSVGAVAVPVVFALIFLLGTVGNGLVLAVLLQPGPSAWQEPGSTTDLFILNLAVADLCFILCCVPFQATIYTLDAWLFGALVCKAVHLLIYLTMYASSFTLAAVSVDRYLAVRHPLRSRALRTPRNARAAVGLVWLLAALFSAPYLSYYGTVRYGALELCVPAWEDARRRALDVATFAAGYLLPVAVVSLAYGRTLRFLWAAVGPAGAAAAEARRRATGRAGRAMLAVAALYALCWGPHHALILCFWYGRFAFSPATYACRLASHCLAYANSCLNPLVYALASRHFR
# VIM-2 inhibitor: VIM-2 metallo-beta-lactamase inhibitors, primary screen, biochemical, epi-absorbance readout, Pseudomonas aeruginosa enzyme; AID 1527, 2009; inhibition, % at 5.6 µM; purified VIM-2, nitrocefin hydrolysis, epi-absorbance fluorescence; 290,000 tested, 0.89% active;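 active = inhibition above the mean of all tested compounds plus 3 SD, cutoff set per screening run, cut at about 7.5% in these data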;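 also: red hydrolysis product quenches plate fluorescence so inhibitors raise well fluorescence; 0% = enzyme with DMSO and 100% = DMSO without enzyme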
# PHOSPHO1 inh: PubChem AID 1565 | recombinant PHOSPHO1, absorbance phosphatase assay | inhibition, % at 13.3 µM | 290,000 tested, 1.1% active; in the data active = inhibition above about 60%
# Target sequence (Q8TCT1 whole entry, looked up): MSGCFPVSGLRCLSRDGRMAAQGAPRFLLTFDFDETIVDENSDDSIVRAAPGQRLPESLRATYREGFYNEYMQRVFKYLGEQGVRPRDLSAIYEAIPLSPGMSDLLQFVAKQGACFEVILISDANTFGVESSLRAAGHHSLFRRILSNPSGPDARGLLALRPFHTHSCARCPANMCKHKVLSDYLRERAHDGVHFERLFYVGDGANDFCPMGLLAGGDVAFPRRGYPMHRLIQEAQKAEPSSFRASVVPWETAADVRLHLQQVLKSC
# OXTR agonist: human OXTR agonists, primary screen, fluorescence, CHO-OTR cells, Fluo-8 calcium; Oxytocin receptor (Homo sapiens), P30559; AID 2435, 2010; activation, % at 3 µM; 320,000 tested, 0.32% active; Fluo-8 calcium fluorescence; normalized: DMSO 0%, oxytocin 100%;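 active = activation above the mean of all tested compounds plus 3 SD, cutoff set per screening run, cut at about 20% in these data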;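 also: peak over basal fluorescence ratio from a 100 s FLIPR kinetic read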
# GPR7 antag: GPR7 receptor antagonists, primary screen, cell-based, fluorescence, single concentration; Neuropeptides B/W receptor type 1 (Homo sapiens), P48145; GPR7-expressing cells, fluorescence antagonist assay; inhibition, % at 4.4 µM; 290,000 tested, 1.1% active; in the data active = inhibition above about 16%, passing the limit was not always enough;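 also: cells stimulated with the agonist NPW; 0% = agonist with vehicle and 100% = vehicle without agonist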
# Target sequence (P48145 whole entry, looked up): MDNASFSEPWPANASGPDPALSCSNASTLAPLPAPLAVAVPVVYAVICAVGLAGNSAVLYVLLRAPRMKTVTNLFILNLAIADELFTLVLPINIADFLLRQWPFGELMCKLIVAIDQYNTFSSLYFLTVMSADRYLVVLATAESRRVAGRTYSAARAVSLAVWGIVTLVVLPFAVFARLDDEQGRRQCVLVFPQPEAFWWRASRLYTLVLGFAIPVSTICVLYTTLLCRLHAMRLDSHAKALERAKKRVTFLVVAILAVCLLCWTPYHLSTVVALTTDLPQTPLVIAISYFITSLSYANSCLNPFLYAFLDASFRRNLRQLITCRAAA
# IMP-1 inh: IMP-1 metallo-beta-lactamase inhibitors, primary screen, biochemical, epi-absorbance readout, Pseudomonas aeruginosa enzyme | metallo-beta-lactamase IMP-1 (Pseudomonas aeruginosa) | purified IMP-1, nitrocefin hydrolysis, epi-absorbance fluorescence | inhibition, % at 5.6 µM | 290,000 tested, 0.45% active;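 active = inhibition above the mean plus 3 SD of all compounds in the same screening run, cut at about 4.5% in these data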;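 also: 0% = IMP-1 with DMSO and 100% = DMSO wells lacking enzyme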
#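 Assay system: purified recombinant IMP-1 beta-lactamase. Input: IMP-1 0.2 nM before substrate addition. Buffer or medium: Zinc- and detergent-supplemented HEPES buffer, pH 7.1. Schedule: 25 °C, 15 min preincubation, 25 min reaction. Signal: Epi-absorbance fluorescence, 480 nm excitation, 530 nm emission. Evaluation: percent inhibition from optical density relative to buffer-blank wells.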
# V1aR counter: agonists of human V1a receptor, primary screen, counter-screen for OXTR agonist project, fluorescence, CHO-V1R cells; Vasopressin V1a receptor (Homo sapiens), P37288; Fluo-8 calcium fluorescence, agonist mode; 0% DMSO, 100% 3 nM vasopressin; activation, % at 3 µM; 320,000 tested, 0.25% active; AID 2797, 2010;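 active = activation above the mean activation of all tested compounds plus 3 SD, per screening run, cut at about 20% in these data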;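 also: signal is peak over basal fluorescence ratio across a 100 second FLIPR read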
# The depositor's hits bear a star; . = no result given.
Structure	HCV NS3 hel inh	DNA FID counter	GalR3 antag	VIM-2 inhibitor	PHOSPHO1 inh	OXTR agonist	GPR7 antag	IMP-1 inh	V1aR counter
Cc1ccc2nc(-c3ccncc3)cc(-c3ccccc3)c2c1	-19	-13	-3	-1.7	17	-1.1	-15	-2.6	-0.7
Cc1c(NS(=O)(=O)c2ccc(N3CCCCC3)c([N+](=O)[O-])c2)c(=O)n(-c2ccccc2)n1C	-1	-10	-1	1.0	-13	0.7	2	-3.1	-0.3
O=c1[nH][nH]c(=S)n1C1CCCCC1	12	-14	.	-3.2	44	-0.9	-3	-3.2	0.6
COc1ccc(/C=N/OCc2nc3c4c(ncn3n2)Oc2ccc3ccccc3c2C4c2ccccc2)cc1 (stereo unspecified)	4	2	-2	-2.7	1	1.2	-1	-3.4	0.5
CC1CCCN(C(=O)CNS(=O)(=O)c2cccs2)C1 (stereo unspecified)	-3	-2	-6	0.6	11	0.2	5	-1.7	0.2
Oc1ccc(/C=N/Nc2ccnc3cc(Cl)ccc23)c(O)c1O	40*	-19	-5	-2.1	12	0.8	-10	-5.4	0.1
C/C(=N\NC(=O)c1csc(C)c1C)c1ccc(Cl)s1	0	-10	-3	-5.2	-3	-1.7	6	-2.8	-0.4
O=C(c1ccc(F)cc1)N1CCN2C(=O)c3ccccc3C12c1ccc(Cl)cc1 (stereo unspecified)	-1	-24	-10	-1.5	18	-2.3	16*	-4.2	-1.1
CCCc1nc(-c2ccccc2)c(-c2ccc(OC)c(OC)c2)c(=O)[nH]1	-13	-25	-8	-0.6	32	-0.6	-7	-1.6	0.7
CCOC(=O)C1CCN(C(=O)COc2ccc(Br)cc2Br)CC1	1	-31	-7	-5.2	8	1.1	1	-3.3	-0.9
O=C(Nc1nnc(/C=C/c2ccccc2)s1)c1ccco1	-4	-8	1	-2.7	2	3.0	-9	-2.1	0.9
CCC12CN3CC(CC)(CN(C1)C3c1ccccc1Cl)C2O (stereo unspecified)	2	13	-4	-3.6	-13	-0.2	-6	-2.1	0.9
COc1ccc(-c2cc(C(=O)NCc3cn(C)nc3C)c3ccccc3n2)cc1OC	-6	-25	-2	-2.7	-18	-0.5	-5	-1.0	-0.1
O=C(COc1ccc(Cl)cc1)N/N=C/c1cccc2cccnc12	9	-26	-3	-1.9	33	-0.4	-18	-2.5	1.8
O=C(N[C@H]1CC1c1ccccc1)c1ccc([N+](=O)[O-])cc1 (stereo partly specified)	2	3	1	-3.5	24	-2.7	18	-1.8	-0.8

# Some of these compounds in order of the GalR3 antag value, smallest number first:
compound,HCV NS3 hel inh,GalR3 antag,VIM-2 inhibitor,PHOSPHO1 inh,GPR7 antag,IMP-1 inh
O=C(c1ccc(F)cc1)N1CCN2C(=O)c3ccccc3C12c1ccc(Cl)cc1 (stereo unspecified),-1,-10,-1.5,18,16*,-4.2
CCCc1nc(-c2ccccc2)c(-c2ccc(OC)c(OC)c2)c(=O)[nH]1,-13,-8,-0.6,32,-7,-1.6
Cc1ccc2nc(-c3ccncc3)cc(-c3ccccc3)c2c1,-19,-3,-1.7,17,-15,-2.6
O=C(Nc1nnc(/C=C/c2ccccc2)s1)c1ccco1,-4,1,-2.7,2,-9,-2.1

# A draw from above in order of formula weight, ascending.
Structure	HCV NS3 hel inh	DNA FID counter	GalR3 antag	VIM-2 inhibitor	PHOSPHO1 inh	OXTR agonist	GPR7 antag	IMP-1 inh	V1aR counter
O=c1[nH][nH]c(=S)n1C1CCCCC1	12	-14	.	-3.2	44	-0.9	-3	-3.2	0.6
O=C(N[C@H]1CC1c1ccccc1)c1ccc([N+](=O)[O-])cc1 (stereo partly specified)	2	3	1	-3.5	24	-2.7	18	-1.8	-0.8
O=C(Nc1nnc(/C=C/c2ccccc2)s1)c1ccco1	-4	-8	1	-2.7	2	3.0	-9	-2.1	0.9

# (list continues)
Structure	HCV NS3 hel inh	DNA FID counter	GalR3 antag	VIM-2 inhibitor	PHOSPHO1 inh	OXTR agonist	GPR7 antag	IMP-1 inh	V1aR counter
CCS(=O)(=O)N1CCCC(C(=O)NCCN(C)Cc2ccccc2)C1 (stereo unspecified)	0	4	0	-2.3	4	0.2	-16	-2.5	0.9
COc1ccc(CN(C(=O)c2ccco2)c2ccc(C)cc2)cc1OC	-3	-36	-2	-3.1	16	-2.1	-7	-2.1	-0.3
CCN(CC)c1cc(C)c2cc(NC(=O)c3ccc(Br)o3)ccc2n1	-19	15	-1	-2.1	37	-1.7	12	-0.7	-0.8
O=C(CN1C(=O)NC2(CCCC2)C1=O)N1CCN(S(=O)(=O)c2ccccc2)CC1	5	-6	-2	-0.5	16	0.3	9	0.3	-0.1
COc1cc(S(=O)(=O)N2CCN(c3ccccn3)CC2)ccc1Br	-17	-18	-4	-1.0	.	-1.2	-3	-2.1	1.0
CCN(CC)S(=O)(=O)c1ccc2c(c1)c(=O)c(C(=O)N1CCOCC1)cn2C	8	-1	-4	-2.0	29	0.1	1	-4.2	0.7
COCCN(C(=O)CNC(=O)c1ccco1)C(C(=O)NC1CCCC1)c1ccc(F)cc1 (stereo unspecified)	7	-13	-5	-1.2	0	0.1	-6	-0.8	0.2
CC1=N/C(=C/c2ccc([N+](=O)[O-])cc2)C(=O)N1c1ccc(Cl)cc1Cl	0	2	1	0.4	13	1.4	-3	0.7	3.1
Cc1cc(C)cc(N(CC(=O)N2CCOCC2)S(=O)(=O)c2ccccc2)c1	-6	-18	-1	-3.8	11	0.1	0	-5.2	-0.5
CC1CN(C(=O)c2c([N+](=O)[O-])cnn2C)CC(C)O1 (stereo unspecified)	-2	4	-5	-2.9	10	1.0	7	-1.9	0.1
CCCc1c(C)nc(N2CCN(c3ccccc3OC)CC2)[nH]c1=O	-7	-9	-7	-1.3	30	-0.3	-17	-0.3	0.3
CCOc1cc(C(=O)N/N=C/C2CC=CCC2)cc(OCC)c1OCC (stereo unspecified)	0	-26	0	-2.7	3	-2.6	-2	-4.8	-0.5
CCOC(=O)CN(C(=O)CSc1nnc(-c2ccc(OC)c(OC)c2)o1)c1ccc(F)cc1	5	-20	-3	-0.8	13	0.3	-4	-6.3	0.3
CCC(C)[C@H](NC(=O)Nc1ccccc1F)C(=O)OC (stereo partly specified)	7	-5	-2	-0.6	24	-1.2	-12	-0.8	-1.6
CCC(C)NCCOCCOc1ccc(Br)cc1 (stereo unspecified)	-1	10	-3	0.8	-1	1.0	4	-0.5	-0.2

# Next section:
# Below each SMILES: HCV NS3 hel inh, DNA FID counter, GalR3 antag, VIM-2 inhibitor, PHOSPHO1 inh, OXTR agonist, GPR7 antag, IMP-1 inh, V1aR counter
- COC(CNC(=O)c1c[nH]c2ccc(S(=O)(=O)N(C)c3ccc(F)cc3)cc2c1=O)OC
 : -1, -3, -5, -2.3, 34, -0.5, -18, -2.2, 0.8
- Cc1nccn1Cc1cccc2ccccc12
 : 3, 1, -2, -0.5, -4, 1.2, 8, -3.4, 0.7
- N/C(=N\OC(=O)c1ccc2c(c1)OCO2)c1ccc(Cl)cc1
 : 14, 4, -8, 0.5, 30, 0.2, 1, -1.1, 1.0
- CN(C)S(=O)(=O)Oc1ccsc1C(=O)Nc1ccc(Cl)cc1
 : 1, -3, -4, -0.2, 22, -1.5, 11, -0.8, 0.4
- COc1ccc(CCNc2cc(C)nc3c(-c4ccccc4)cnn23)cc1OC
 : -16, -16, 0, -2.6, 18, 4.5, -9, -3.6, -1.1
- Cc1[nH][nH]c(=O)c1C(c1ccc(-c2ccc(F)cc2)o1)c1c(C)[nH][nH]c1=O
 : 11, -7, 3, -2.4, 29, -0.3, 0, -2.4, -1.1
- CCCSc1nnc(-c2cccc(S(=O)(=O)N(C)C)c2)n1-c1cc(OC)ccc1OC
 : -5, -37, -8, -2.0, 17, -1.5, 20*, -4.3, -1.6
- CCN1CC2CCCC3(C1)C(=O)NC1(CCCCC1)N=C23 (stereo unspecified)
 : 3, 0, -2, -4.2, -29, 0.7, -14, -2.1, -0.2
- COc1ccc(-c2nc(C#N)c(NCc3ccccc3Cl)o2)cc1OC
 : -5, -6, 9, -2.0, -29, -1.9, -11, -3.3, -1.3
- COC(=O)c1sccc1NC(=S)Nc1ccc(F)cc1F
 : 2, 8, -3, -3.4, 19, -0.5, -4, -3.1, 0.3
- Fc1ccc(NC(=S)N2CCn3cccc3C2c2cccnc2)cc1 (stereo unspecified)
 : -6, -12, -7, -1.2, -36, 1.4, 6, 0.9, 1.0
- C/C(=N\NC(N)=O)c1ccc(Cl)s1
 : -6, 0, -8, -0.8, 32, 0.7, -19, -1.2, -1.0
- O=C(C1CCCCC1)N1CCN(S(=O)(=O)c2ccc(Br)cc2)CC1
 : 2, -18, -1, -0.2, 24, 1.3, -7, -1.6, 2.7
- O=c1c(F)cn(C2CCCO2)c(=O)n1Cc1ccccc1F (stereo unspecified)
 : -1, 3, -6, -0.5, 2, -0.3, 0, -2.4, 0.1
- CCn1cc(CN2CCC(C(=O)Nc3ccc(Oc4ccccc4)nc3)CC2)cn1
 : 1, 6, 6, -0.4, 20, 1.2, -19, -1.7, 2.8
- CCOc1cc(/C=C2/C(=N)N3OC(C)=CC3=NC2=O)ccc1OC(=O)c1ccco1
 : -14, -21, -4, -1.8, -7, -1.7, -13, -3.0, 1.3
- CCOC(=O)CCCNC(=O)CCNC(=O)c1ccc(OC)cc1
 : 6, 2, -3, -1.1, -2, -0.3, -1, -5.0, 0.6
- O=C(NCc1ccccc1)NCc1cccs1
 : 3, -2, 0, -1.2, 44, -0.5, 0, -3.2, 1.1
- COc1ccccc1C(C#N)N1N=C(C)CC1c1ccccc1 (stereo unspecified)
 : 1, -1, -8, -3.2, 40, -0.8, -14, -3.4, -0.2
